Screening results (PubChem BioAssay)
PAX8 reporter = inhibitors of PAX8-driven TPO luciferase reporter, primary screen, RMG-I cells, single concentration | SteadyGlo, 24 h | inhibition, % at 12.6 µM | hit rate 1.2% among 360,000;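 active = mean replicate inhibition at least 60% with every replicate also reaching 60%; inconclusive = only one of the two criteria is met; inactive = mean below 60% and not all replicates reaching 60%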;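 note: luciferase light reporting Pax8 driven TPO promoter activity; plate controls were median of neutral control wells for no effect and mitoxantrone controls for full effect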
PglD DTNB = C. jejuni PglD acetyltransferase inhibitors, primary screen, biochemical, DTNB colorimetric, single point. purified PglD enzyme, DTNB colorimetric CoA detection. hit rate 0.098% among 360,000. AID 602405, 2012. inhibition, % at 12.5 µM. UDP-N-acetylbacillosamine N-acetyltransferase PglD (Campylobacter jejuni); in the data active = inhibition above about 16%, passing the limit was not always enough; inconclusive = no clear call, values can overlap the other calls; note: strong numbers were not always called active
ARNT-TACC3 inh = disruptors of ARNT/TACC3 protein interaction, primary screen, biochemical, AlphaScreen, single concentration. AlphaScreen His-ARNT PAS-B/GST-TACC3 binding, luminescence; TACC3 fragment carries E629A point mutation. inhibition, % at 9.99 µM. hit rate 0.66% among 390,000;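 active = mean inhibition of replicates at least 50% and at least half of replicates each reaching 50%; inconclusive = half or more replicates reach 50% but mean below 50%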;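 note: 0% = complete ARNT plus TACC3 wells and 100% = ARNT alone without TACC3; many hits fall short of the cut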
PGC1a acetyl inh = inhibitors of PGC1a acetylation signal, primary screen, cell-based, U2OS, AlphaScreen, inhibitor mode; AlphaScreen anti-acetyl-lysine; with virally co-expressed GCN5 acetyltransferase; AID 651687, 2012; inhibition, % at 15.6 µM; hit rate 0.17% among 350,000;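 active = every replicate shows inhibition of at least 40%; inconclusive = mean inhibition at least 40% but some replicate below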;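 note: 0% = neutral control wells and 100% = positive control wells; some results beyond the cut were filed as inactive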
C2C12 statin = suppressors of statin myotoxicity in C2C12 myotubes, primary screen, cell-based, single point, plate reader; C2C12 myotubes + simvastatin, ATP luminescence, 48 h; scaled: DMSO 0, geranylgeraniol control 100; hit rate 0.78% among 330,000; rescue of ATP level, % at 7.49 µM;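 active = mean ATP rescue above about 67%, or every replicate alone reaching that limit, limit read from the data, passing the limit was not always enough; inconclusive = no clear call, values can overlap the other calls; inactive = mean under the limit and some replicate under it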;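 note: myotubes were challenged with 10 µM simvastatin during compound exposure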
Cneo AK release = Cryptococcus neoformans cell lysis inducers, primary screen, AK release luminescence, single concentration; lysis activity, % at 15 µM; hit rate 0.2% among 360,000; C. neoformans lysis, adenylate kinase release luminescence, 4 h; normalised: neutral wells 0, clomiphene wells 100;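 active = mean lysis activity across replicates of at least 80%, whatever share of replicates individually reach that level; inactive = mean lysis activity below 80%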
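Assay system: C. neoformans cells. Amount: yeast cell density of 5 × 10^6 cells/mL. Technique: AK luminescence. Buffer or medium: YPD. Times: static 4 h at 37 °C with compound, 1 h detection. Dosing: single-point compound dose. Read-out: lysis from increased AK signal.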
LGR2 antag = inhibitors of bursicon-induced LGR2 CRE-luciferase signal, primary screen, cell-based, HEK293, CRE-luciferase reporter, bursicon stimulation. Drosophila bursicon receptor LGR2 (rickets). bursicon-stimulated, 4 h. inhibition, % at 9.99 µM. hit rate 0.35% among 380,000;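 active = drop in luminescence signal, shown as inhibition above about 50% in the replicate tests, limit read from the data, passing the limit was not always enough; inconclusive = probably only some replicates passing the limit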;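 note: agonist challenge used bursicon conditioned medium at about half maximal strength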
INS-1E GSIS act = GLuc luminescence reporter in INS-1E cells, primary screen for activators of glucose-dependent secretion of insulin; INS-1E GLuc reporter insulin secretion, 2-3 h; activation, % at 16.6 µM; hit rate 0.61% among 370,000;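 active = lowest replicate activation of at least 40%, so every replicate reaches that level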;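 note: 0% = median of neutral control wells and 100% = median of IBMX positive control wells; some compounds called inactive have numbers as strong as hits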
* hit, by the source's call; ? = inconclusive; nt = no result given.

#	Structure	LGR2 antag	C2C12 statin	ARNT-TACC3 inh	INS-1E GSIS act
1	O=C(NCC(F)(F)F)c1ccc2sc([C@H]3C[C@H](O)[C@@H](CO)O3)nc2c1	-6	0	nt	2
2	CN(C)C(=O)[C@@H]1[C@@H](CO)[C@@H]2Cn3c(ccc(C4=CCCCC4)c3=O)[C@@H]2N1C(=O)c1ccccc1F	-16	5	-3	9
3	CCOc1ccc(N(CC(=O)NC2CCCCC2C)S(=O)(=O)c2c(C)noc2C)cc1 (stereo unspecified)	12	-5	9	-10
4	CCOC(=O)N1CCN(C(=O)CCS(=O)(=O)c2cc3c(cc2Cl)NC(=O)CO3)CC1	-4	10	nt	10
5	COc1cc(-c2nnc(-c3cc(OC)c(OC)c(OC)c3)o2)cc(OC)c1OC	nt	-19	6	nt
6	Cc1ccccc1CSCC(=O)Nc1ccccc1Br	-37	9	-3	-22
7	Cc1ccc(NC(=O)C(OC(=O)c2ccc(O)cc2)c2ccccc2)cc1Cl (stereo unspecified)	nt	2	nt	-8
8	NC(=O)c1ccc(OCC2CCCO2)cc1 (stereo unspecified)	-14	4	4	11
9	O=[N+]([O-])c1cccc(Cl)c1NCCNc1ncc(C(F)(F)F)cc1Cl	nt	nt	-3	nt
10	CC1(C(=O)NS(=O)(=O)c2ccccc2)CCN1C(=O)C1CCCCC1 (stereo unspecified)	-26	-1	nt	4
11	COc1ccccc1Nc1nn2c(=O)c3ccc(C(=O)N4CCC(C)CC4)cc3nc2s1	16	-26	-6	-6
12	Cc1ccc(C2NC(=O)NC(O)(C(F)(F)F)C2C(=O)c2cccs2)o1 (stereo unspecified)	nt	-12	28	15
13	O=C(/C=C/c1ccco1)Nc1ccc(CN2CCOCC2)cc1	nt	0	-17	nt
14	Cc1ccc2nc(-c3ccc(NC(=S)NCC(C)(C)CN(C)C)cc3)sc2c1	20	-2	-3	10
15	Cc1ccc(Cc2c(-c3ccc(Br)cc3)nc3cc(C)ccn23)cc1	-85	11	nt	7

#	Cneo AK release	PAX8 reporter	PGC1a acetyl inh	PglD DTNB
1	1	?	-6	-4
2	-1	nt	nt	-3
3	0	-26	5	-1
4	-3	6	-8	1
5	17	nt	6	-8
6	-3	18	nt	5
7	0	2	nt	4
8	-1	3	-9	1
9	0	nt	-20	3
10	4	-6	3	0
11	-4	13	nt	4
12	6	nt	-7	4
13	0	-43	4	4
14	nt	-117	-27	nt
15	-3	-142	nt	4

Further structures:
#	Structure	LGR2 antag	C2C12 statin	ARNT-TACC3 inh	INS-1E GSIS act
16	Fc1cc(F)cc(-c2c(-c3ccccc3)ncc3ccc(F)cc23)c1	-49	-1	-9	nt
17	C[C@H](CO)N1C[C@H](C)[C@@H](CN(C)CC2CCCC2)OCc2cn(nn2)CCCC1=O	2	5	-7	14
18	COc1ccc(CC(=O)NNC(=O)c2cc(C)oc2C)cc1OC	-6	0	26	-3
19	CCCCN1C(=N)N([C@@H](CCC)CN2CCC[C@H]2CN2C(N)=NC[C@@H]2Cc2ccccc2)C[C@H]1[C@H](C)CC	-13	nt	9	16
20	Cc1cc(C(=O)N2CCC(C(=O)O)CC2)c(C)o1	-2	nt	nt	12
21	CCCCCN(C(=O)COC(=O)c1ccc(C)cc1)c1c(N)n(CCCC)c(=O)[nH]c1=O	-28	-3	-4	-3
22	Cc1cccc(-n2c(C)cc(/C=C3\NC(=O)NC3=O)c2C)c1	2	-19	-4	-16
23	Cn1c(=O)c(C#N)c(-c2ccccc2)n2cnnc12	20	20	-4	-6
24	CC(=O)c1ccc(NC(=S)Nc2cccc(S(=O)(=O)Nc3c(C)n(C)n(-c4ccccc4)c3=O)c2)cc1	-4	6	-3	-1
25	CN(CC(=O)Nc1ccc(F)c(F)c1F)C(=O)CCCc1nc2ccccc2c(=O)[nH]1	17	-2	nt	nt
26	COc1ccc(Cl)cc1C(=O)C1CCCN(Cc2cnc(N3CCOCC3)s2)C1 (stereo unspecified)	-1	11	-2	-15
27	CC(OC(=O)c1cc2ccccc2cc1O)C(=O)Nc1ccc(S(N)(=O)=O)cc1 (stereo unspecified)	-14	7	0	4
28	C[C@@H]1CN([C@H](C)CO)C(=O)Cc2cc(NC(=O)Nc3ccc(C(F)(F)F)cc3)ccc2O[C@@H]1CN(C)S(=O)(=O)c1ccc(Cl)cc1	-18	-9	nt	-9
29	COc1cc2oc(-c3ccc(O)cc3)cc(=O)c2c(OC)c1O	-15	33	-5	24
30	COc1ccc(NC(=O)NCCCN2CCc3ccccc3C2)cc1	-14	-7	nt	-7

#	Cneo AK release	PAX8 reporter	PGC1a acetyl inh	PglD DTNB
16	0	-13	nt	0
17	4	nt	7	2
18	-2	-11	3	2
19	-1	18	-18	-4
20	-2	-1	5	-3
21	0	-40	3	-5
22	nt	28	3	nt
23	5	nt	-5	nt
24	4	-1	-7	-2
25	1	15	3	-1
26	nt	22	-1	nt
27	0	8	15	-4
28	nt	nt	5	nt
29	1	-16	nt	-1
30	-5	1	1	1

Five entries drawn at random from the list so far:
#	Structure	LGR2 antag	C2C12 statin	ARNT-TACC3 inh	INS-1E GSIS act
16	Fc1cc(F)cc(-c2c(-c3ccccc3)ncc3ccc(F)cc23)c1	-49	-1	-9	nt
21	CCCCCN(C(=O)COC(=O)c1ccc(C)cc1)c1c(N)n(CCCC)c(=O)[nH]c1=O	-28	-3	-4	-3
19	CCCCN1C(=N)N([C@@H](CCC)CN2CCC[C@H]2CN2C(N)=NC[C@@H]2Cc2ccccc2)C[C@H]1[C@H](C)CC	-13	nt	9	16
29	COc1cc2oc(-c3ccc(O)cc3)cc(=O)c2c(OC)c1O	-15	33	-5	24
30	COc1ccc(NC(=O)NCCCN2CCc3ccccc3C2)cc1	-14	-7	nt	-7

#	Cneo AK release	PAX8 reporter	PGC1a acetyl inh	PglD DTNB
16	0	-13	nt	0
21	0	-40	3	-5
19	-1	18	-18	-4
29	1	-16	nt	-1
30	-5	1	1	1

(list continues)
#	Structure	LGR2 antag	C2C12 statin	ARNT-TACC3 inh	INS-1E GSIS act
31	COc1ccccc1N1CCN(C(CNS(=O)(=O)c2cc(F)ccc2F)c2cccnc2)CC1 (stereo unspecified)	1	nt	5	-2
32	CN(C)C(=O)c1ccc(NC(=O)c2ccccc2Sc2ccccc2C#N)cc1	28	nt	-5	-7
33	Cc1ccccc1-c1nc(CS(=O)(=O)CC(=O)NC2CCCCC2C)c(C)o1 (stereo unspecified)	6	-19	3	-53
34	CC(C)(C)[S@](=O)N1Cc2cc(C(=O)NC3CCC3)nc(-c3cccc(Br)c3)c2[C@@H]1CCO	9	nt	nt	3
35	O=C1S/C(=C/c2ccccc2F)C(=O)N1CCN=C1NS(=O)(=O)c2ccccc21	16	4	3	-6
36	Cc1ccnc(NC(=O)c2cnc(Cl)c(Cl)c2)c1	-13	-3	nt	26
37	C[C@@H]1COC(=O)[C@H](NC(=O)OCC2c3ccccc3-c3ccccc32)C/C=C\C[C@@H](CC(=O)N[C@@H](CO)Cc2ccccc2)C(=O)N1	-25	-19	6	-18
38	CC(=O)Oc1c(Cl)cc(Cl)cc1/C=C/c1ccc2ccccc2n1	nt	?	1	nt
39	Cc1ccc(SCc2c(C(=O)N/N=C/c3ccncc3)nnn2-c2nonc2N)cc1	-3	-6	nt	8
40	CN(C)C(=S)Nc1ccc(N2CCOCC2)cc1	-6	11	30	6
41	O=C(O)c1cc(=S)nc[nH]1	-17	8	73*	3
42	CC(C)(C)c1ccc(OCc2ccc(C(=O)N3CCOCC3)o2)cc1	-30	-5	nt	-14
43	Cc1noc(C)c1NC(=O)N(C)C[C@@H]1Oc2ccc(NC(=O)C3CCCCC3)cc2C(=O)N([C@@H](C)CO)C[C@@H]1C	-5	0	-6	5
44	CCN1/C(=C\c2ccc3cc(C)ccc3[n+]2CC)Sc2cc(C)c(C)cc21	34	-75	12	-39
45	CC/C=C/C(=O)N1CC2(CC(c3cccc(NC(=O)CC(c4ccccc4)c4ccccc4)c3)=NO2)C[C@@H]1C(N)=O (stereo partly specified)	11	-22	-2	-13

#	Cneo AK release	PAX8 reporter	PGC1a acetyl inh	PglD DTNB
31	0	-13	3	4
32	nt	40	nt	nt
33	-3	-7	nt	-2
34	nt	-2	-6	nt
35	-1	3	nt	-2
36	-1	2	nt	0
37	4	34	-9	5
38	-4	nt	0	1
39	2	-4	4	4
40	-1	2	8	3
41	1	5	8	7
42	4	-60	-24	-5
43	2	nt	4	1
44	-6	91*	nt	4
45	3	-2	-7	2

(further entries)
#	Structure	LGR2 antag	C2C12 statin	ARNT-TACC3 inh	INS-1E GSIS act
46	COc1cc(C2CC(=O)c3cnc(NC(=O)COc4ccccc4)nc3C2)cc(OC)c1OC (stereo unspecified)	-14	-16	1	4
47	CC(=O)c1cccc(NC(=O)C=C(C)C)c1	1	9	2	-2
48	CN(C)c1ccc(C(=O)N/N=C/c2cc(Br)cc(Br)c2O)cc1	nt	nt	nt	nt
49	Cc1cccc(CSc2nc3sc(C)c(C)c3c(=O)n2Cc2ccco2)c1	nt	4	-6	nt
50	Cn1ncc([N+](=O)[O-])c1C(=O)Nc1ccn(Cc2ccccc2F)n1	-4	2	-1	-23
51	CCn1c(SCC(=O)NCCc2ccccc2)nc2sc3c(c2c1=O)CCN(C)C3	0	-14	-13	-11
52	Cc1ccc(S(=O)(=O)Nc2cccc3c2O[C@@H](CN(C)C(=O)NC(C)C)[C@@H](C)CN([C@H](C)CO)C3=O)cc1	17	-13	-11	-8
53	COc1ccc([N+](=O)[O-])cc1N(CC(=O)NCCC1=CCCCC1)S(C)(=O)=O	8	-16	16	-4
54	CC(C)NC(=O)N(C)C[C@@H]1Oc2ccc(NS(=O)(=O)c3cn(C)cn3)cc2C(=O)N([C@H](C)CO)C[C@H]1C	8	nt	1	0
55	CC(=O)c1ccc(OCC(O)Cn2nnc3ccccc32)cc1 (stereo unspecified)	-9	5	-6	14
56	Cc1ccc(C)c(S(=O)(=O)N/N=C/c2ccc(N3CCOCC3)cc2)c1	-5	2	3	7
57	COc1ccc(Cl)cc1Cn1c(C)c(C(=O)NCc2ccc3c(c2)OCCO3)sc1=O	1	15	nt	-19
58	CCOC(=O)C(Cc1ccccc1)(NC(C)=O)C(=O)OCC	5	-12	-5	-7
59	O=C(Oc1ccc[nH]c1=O)c1ccc(F)cc1	3	nt	nt	12
60	Cc1ccc(NC(=O)/C(C#N)=N/Nc2ccc(C(=O)O)cc2)c(C)c1	-24	nt	24	-13

#	Cneo AK release	PAX8 reporter	PGC1a acetyl inh	PglD DTNB
46	0	nt	1	2
47	1	nt	3	-4
48	2	8	-9	-6
49	-2	3	-12	1
50	-6	nt	0	-1
51	-2	-9	10	5
52	0	-8	-3	1
53	nt	2	nt	nt
54	-1	nt	-2	2
55	0	nt	17	-4
56	nt	15	nt	nt
57	-1	18	nt	0
58	1	nt	6	0
59	5	-10	nt	-5
60	3	-4	8	-9
